proKLK7 act: proKLK7 (human) activation, primary screen. purified proKLK7, EDANS-DABCYL substrate fluorescence; 100% is mature enzyme control, 0% vehicle. activation, % at 7 µM. hit rate 0.9% among 370,000;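 active means activation above the mean of all tested compounds plus 3 SD, computed per campaign excluding outliers beyond control limits, cut at about 13% in these data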
SMARCA2 activ: SMARCA2 function activation, primary screen. activation, % at 9.1 µM. MG213 cells, MMTV-luciferase reporter, dexamethasone, overnight. hit rate 1% among 370,000; in the data active means activation above about 7.8%;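 further: 0% = vehicle wells and 100% = reference activator wells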
ssDAF12 agonist: activators of S. stercoralis DAF-12 nuclear receptor; HEK293 ssDAF-12/GRIP1 lit1-tk-luc reporter, luminescence; % of 3 µM dafachronic acid response; activation, % at 6.8 µM; hit rate 1% among 370,000; AID 652126;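 active means activation above the mean over all tested compounds plus 3 SD, cut at about 0.9% in these data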;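 further: 0% = DMSO-only wells and 100% = 3 µM delta7-dafachronic acid wells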
DAX1 inh-1: blocks DAX1 repression of SF-1 activated StAR promoter | AID 652010 | HEK293T StAR-luciferase reporter, SF-1/DAX-1 repression relief | inhibition, % at 6.8 µM | hit rate 1.1% among 370,000;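 active means inhibition above the mean over all tested compounds plus 3 SD, cut at about 3.6% in these data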;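 further: 0% = DAX-1 cells with DMSO and 100% = cells lacking DAX-1 with DMSO; higher inhibition means more luminescence from relief of DAX-1 repression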
DAX1 inh-2: NR0B1 (DAX1) inhibition; P51843; HEK293 Gal4-DAX1 luciferase reporter, luminescence; inhibition, % at 6.75 µM; hit rate 0.99% among 340,000; AID 504766;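 active means inhibition above the mean over all tested compounds plus 3 SD, cut at about 4.2% in these data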;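 further: 0% = DAX1-transfected cells with DMSO and 100% = empty-vector control cells with DMSO; inhibition shows as a rise in luminescence from relieved DAX1 repression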
NPR2 activator: GC-B (human) receptor activation | P20594 | HEK293-GC-B cells, CNP EC30, cGMP TR-FRET; 0% at EC30 CNP, 100% saturating CNP | activation, % at 10 µM | hit rate 0.11% among 370,000;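 active means activation at 10 µM reaching about 35% in either raw or pattern-adjusted values, limit read from the data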
HGIII-sPLA2 inh: Blocks human group III sPLA2 activity. inhibition, % at 12.2 µM. QFRET BODIPY PC-A2 liposome hydrolysis, fluorescence. Q9NZ20. hit rate 0.56% among 370,000. AID 743126;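 active means inhibition above mean plus 3 SD of compounds lying within the high and low control bounds, cut at about 19% in these data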;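 further: 0% = median of test compound wells and 100% = no enzyme DMSO wells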
hcDAF-12 act: activates DAF-12 receptor from parasite H. contortus. HEK293 hcDAF-12 lit1-tk-luc reporter, luminescence; 0% DMSO, 100% Δ7-dafachronic acid. activation, % at 6.8 µM. hit rate 1.4% among 370,000;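 active means activation above the mean of all tested compounds plus 3 SD, cut at about 5.5% in these data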;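 further: 100% = response to 3 µM Δ7-dafachronic acid high control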
GC-A act: GC-A (human) enzyme activation; activation, % at 10 µM; P16066; AID 1671463; HEK293 GC-A cells, cGMP TR-FRET, EC30 ANP; 0% at EC30 ANP, 100% saturating ANP; hit rate 0.14% among 370,000; in the data active means activation above about 40%
Target sequence (P16066 whole entry, looked up): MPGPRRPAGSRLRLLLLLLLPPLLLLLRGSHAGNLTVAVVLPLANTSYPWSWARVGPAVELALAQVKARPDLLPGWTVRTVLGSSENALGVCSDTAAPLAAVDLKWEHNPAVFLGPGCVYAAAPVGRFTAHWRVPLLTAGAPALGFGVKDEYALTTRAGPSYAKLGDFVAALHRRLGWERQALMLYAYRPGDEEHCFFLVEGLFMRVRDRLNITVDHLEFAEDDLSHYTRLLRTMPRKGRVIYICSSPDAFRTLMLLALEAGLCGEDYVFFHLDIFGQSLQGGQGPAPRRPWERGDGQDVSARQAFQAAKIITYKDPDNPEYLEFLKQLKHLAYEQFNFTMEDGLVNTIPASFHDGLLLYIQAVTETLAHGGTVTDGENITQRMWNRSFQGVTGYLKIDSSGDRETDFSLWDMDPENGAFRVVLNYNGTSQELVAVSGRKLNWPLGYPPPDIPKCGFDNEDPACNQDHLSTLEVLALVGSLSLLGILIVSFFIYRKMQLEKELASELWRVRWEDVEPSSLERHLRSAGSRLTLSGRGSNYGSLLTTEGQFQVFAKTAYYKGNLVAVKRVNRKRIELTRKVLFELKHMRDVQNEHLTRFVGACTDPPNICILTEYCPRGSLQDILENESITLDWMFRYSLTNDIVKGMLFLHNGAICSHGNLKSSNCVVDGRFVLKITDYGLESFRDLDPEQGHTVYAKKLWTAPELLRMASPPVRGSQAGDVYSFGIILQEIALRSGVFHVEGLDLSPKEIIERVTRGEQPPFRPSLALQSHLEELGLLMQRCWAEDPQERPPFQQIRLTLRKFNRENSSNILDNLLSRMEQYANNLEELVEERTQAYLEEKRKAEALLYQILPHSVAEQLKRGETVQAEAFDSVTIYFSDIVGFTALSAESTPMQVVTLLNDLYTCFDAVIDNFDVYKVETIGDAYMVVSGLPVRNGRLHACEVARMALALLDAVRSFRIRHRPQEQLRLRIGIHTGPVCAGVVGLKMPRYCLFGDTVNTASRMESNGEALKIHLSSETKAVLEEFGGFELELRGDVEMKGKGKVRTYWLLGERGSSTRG
FXN GAA850 act: activators of GAA850 frataxin (FXN) promoter. activation, % at 6 µM. hit rate 0.56% among 360,000. AID 540364. HEK293 lucGAA850 FXN promoter luciferase reporter, 24 h; percent of 10 µM SAHA response;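 active means activation above the average of all compounds screened plus 3 SD, cutoff fixed separately per campaign, cut at about 7.5% in these data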;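 further: 0% = DMSO wells and 100% = 10 µM SAHA wells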
hgDAF12 agonist: activates the H. glycines DAF-12 receptor ligand-binding domain; AID 687014; HEK293 GAL4-hgDAF12 UAS-luciferase reporter, agonist luminescence; normalized to butyrate control; hit rate 1.8% among 370,000; activation, % at 6.8 µM;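 active means activation above a cutoff set at the mean of all screened compounds plus 3 SD, cut at about 10% in these data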;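 further: 0% = DMSO wells and 100% = sodium butyrate wells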
Numbers without * were called inactive; . = no result given.

cpd	mol	proKLK7 act	SMARCA2 activ	ssDAF12 agonist	DAX1 inh-1	DAX1 inh-2	NPR2 activator	HGIII-sPLA2 inh	hcDAF-12 act	GC-A act	FXN GAA850 act	hgDAF12 agonist
1	N#CCCC12CCCCC1=Nc1ccccc12 (stereo not given)	-0.6	2	-0.7	0.9	-0.8	-3	-5	-0.1	0	0.1	2.7
2	CCOC(=O)C1(CCOc2ccccc2)CCN(Cc2ccc(O)c(OCC)c2)CC1	-1.1	-2	-1.9	-0.4	-0.6	-11	-16	-0.1	-6	-3.2	-1.0
3	Cc1cc(C)c(C#N)c(Nc2ccccc2F)n1	-0.2	3	-0.6	0.5	-0.6	-1	2	-0.5	1	1.9	0.7
4	Cn1cccc1C1C=C(c2ccc(C(C)(C)C)cc2)Nc2ncnn21 (stereo not given)	-6.0	1	-1.4	-0.8	-0.8	9	-2	-1.0	3	2.0	2.7
5	COc1ccc(C(=O)NCC(=O)OCC(=O)NCc2cccs2)cc1	-0.8	-3	-1.4	0.3	-0.5	-3	-4	-0.1	2	0.0	-0.8
6	O=C(Cn1nc(CNc2ccc(Br)cc2)[n+]2c1CCCCC2)c1ccc([N+](=O)[O-])cc1	0.8	2	-1.8	0.1	0.4	-2	1	-0.7	-4	0.4	-2.1
7	O=C(CN1C(=O)CCC1=O)Nc1nc(-c2ccc(Cl)s2)cs1	-0.2	-2	0.0	-0.2	1.9	1	-23	1.0	54*	2.2	0.2
8	C[C@@H]1CN([C@H](C)CO)C(=O)CCCn2cc(nn2)CO[C@H]1CN(C)S(=O)(=O)c1ccc(-n2cccn2)cc1	0.3	0	-1.3	-0.1	-0.6	1	3	0.9	2	2.8	-0.6
9	COC(c1ccccc1)c1nnc(CCC(=O)N2CCN(Cc3cccs3)CC2)o1 (stereo not given)	-0.2	5	-0.8	-0.5	-0.4	5	0	-1.6	4	-0.5	-1.2
10	CCO[C@@H]1OC(C(=O)NC2CC2)=C[C@H](C2CCCCC2)[C@H]1CCCO	-0.2	0	-0.6	-0.5	-0.2	-1	-1	2.4	-3	2.0	-1.3
11	CCC(CO)NCc1ccc(Br)cc1 (stereo not given)	0.2	-1	-0.4	0.1	-0.1	2	2	-0.7	5	-0.2	1.9
12	CC(OC(=O)CN(C)S(=O)(=O)c1ccc(Cl)cc1)C(=O)Nc1cccc(Cl)c1 (stereo not given)	0.2	-4	-0.7	-1.1	0.1	-4	-58	-0.6	-4	0.4	-1.0
13	Cc1ccc(N2CCN(CCc3nc4cc(NC(=O)c5ccco5)ccc4n3C)CC2)cc1	0.0	-4	-1.6	-1.4	-1.4	-1	0	-1.6	4	-0.5	-4.8
14	CC(=O)Nc1ccc(NC(=O)Cn2ccc([N+](=O)[O-])n2)cc1	0.5	-1	-1.3	0.3	1.4	3	-1	-1.1	-2	0.4	-3.5
15	CCOC(=O)c1c(C)c(C(=O)NCCc2ccccc2)c(C)n1C	-0.3	6	-0.2	1.2	-0.3	1	-1	1.9	-3	4.8	6.2
16	COc1ccc(-c2ccc(OC)c([C@H]3[C@H]4C=CC[C@@H](C)[C@@H]4C(=O)N3Cc3ccccc3)c2)cc1OC	-0.4	0	-1.0	0.2	-0.5	3	0	-1.5	-2	-0.5	-0.2
17	Cc1cccc(NC(=S)NCC(c2cccnc2)N(C)C)c1C (stereo not given)	-0.2	-3	-1.4	0.1	-0.5	1	8	-0.7	-2	3.0	-3.1
18	Cc1nc2cc3ccccc3cc2n1C	2.0	-3	-1.1	0.9	1.4	-4	6	-1.5	3	0.1	6.8
19	COc1ccc(-c2cc(-c3cc(C)ccc3O)[nH]n2)cc1	0.3	16*	1.2*	2.2	2.8	-2	-27	7.6*	-3	13*	7.6
20	CCOc1ccc(NC(=O)C2CC(=O)N(CCc3ccccc3)C2)cc1OC (stereo not given)	-0.2	0	-1.1	1.6	0.1	-9	8	-0.9	1	-1.4	1.8
21	CCN(CC)c1ccc(C=Nc2ccccc2C)c(O)c1	-11	0	-0.3	0.2	-0.8	-4	20*	3.2	3	-1.1	-2.3
22	Cc1cc(C(=O)CSc2nnc(Nc3ccccc3F)s2)c(C)n1CC1CCCO1 (stereo not given)	1.0	0	-0.8	-1.2	-0.9	0	-18	-3.0	-3	2.9	1.0
23	O=C(CSc1nnc(-c2ccc(F)cc2)o1)N1CCN(C(=O)c2ccco2)CC1	0.7	-3	-1.2	0.4	0.3	-3	9	-2.1	3	-0.7	-3.8
24	O=C(CCN1C(=O)c2cccc3cccc(c23)C1=O)N1CCN(Cc2ccc3c(c2)OCO3)CC1	-0.2	-2	0.4	0.2	0.2	-7	-1	2.2	-6	-1.0	0.5
25	Cc1ccc(NC(=O)Nc2ccc3c(c2)C(=O)OC3)cc1Cl	0.1	-1	-0.4	0.3	.	11	1	-1.2	1	3.0	-0.1
26	CC(C)c1ccc(S(=O)(=O)N2CCN(C(=O)c3ccncc3)CC2)cc1	0.3	5	-1.1	-1.3	-0.1	-1	-1	-0.1	1	-0.9	-1.4
27	Nc1ccc(C(=O)OCC(=O)N2CCOCC2)cc1[N+](=O)[O-]	-0.7	2	-0.9	1.0	0.6	2	-2	2.8	-2	4.9	3.9
28	CCc1c(C2(O)CCCCC2)[nH]c2ccc(C(=O)OC)cc12	-0.6	4	-0.8	0.7	1.5	-3	-15	-1.6	-1	1.5	0.3
29	C[C@H]1Cn2cnc(C(=O)N(C)Cc3ccccc3)c2C(=O)N1	0.0	-5	0.1	0.2	.	2	2	1.2	2	.	30*
30	O=C(N/N=C/c1cn[nH]c1-c1ccc(F)cc1)c1ccncc1	0.1	-3	-1.5	-0.2	1.4	-1	13	-3.0	-7	0.0	2.0

Pulled one by one from above (two):
cpd	mol	proKLK7 act	SMARCA2 activ	ssDAF12 agonist	DAX1 inh-1	DAX1 inh-2	NPR2 activator	HGIII-sPLA2 inh	hcDAF-12 act	GC-A act	FXN GAA850 act	hgDAF12 agonist
7	O=C(CN1C(=O)CCC1=O)Nc1nc(-c2ccc(Cl)s2)cs1	-0.2	-2	0.0	-0.2	1.9	1	-23	1.0	54*	2.2	0.2
18	Cc1nc2cc3ccccc3cc2n1C	2.0	-3	-1.1	0.9	1.4	-4	6	-1.5	3	0.1	6.8

Next part.
cpd	mol	proKLK7 act	SMARCA2 activ	ssDAF12 agonist	DAX1 inh-1	DAX1 inh-2	NPR2 activator	HGIII-sPLA2 inh	hcDAF-12 act	GC-A act	FXN GAA850 act	hgDAF12 agonist
31	CC(C)Cn1c(N)c(C(=O)COC(=O)c2cccn2C)c(=O)n(C)c1=O	0.0	0	-1.4	-2.4	0.1	-1	7	-2.2	-1	-1.5	-3.9
32	Cc1ccc(C(=O)NCCNC(=O)COc2ccccc2Cl)cn1	0.2	-3	-1.1	0.1	1.1	-1	8	-0.8	-2	1.1	1.0
33	COc1cccc(CC2(CO)CCCN(Cc3c(C)cc(C)cc3-n3cccn3)C2)c1 (stereo not given)	-0.4	1	-2.0	-1.2	-0.2	-14	-14	-2.2	-33	-3.1	2.7
34	COc1ccccc1N(C)S(=O)(=O)c1ccc(C(=O)OCC(=O)Nc2ccc(C(N)=O)cc2)cc1	0.1	2	-1.3	1.7	0.0	0	-3	-2.0	0	1.6	3.0
35	CCOC(=O)c1ccc(OCC(=O)c2ccc(O)cc2O)cc1	-0.7	3	-0.5	-0.5	1.2	-13	-24	-0.2	-5	1.4	0.7
36	O=[N+]([O-])c1cc([N+](=O)[O-])c(Oc2cccc(Cl)c2Cl)cc1NN1CCCCC1	0.1	0	-1.4	0.0	0.3	3	-1	-1.2	0	0.0	-1.1
37	COCCCNC(=O)C[C@H]1C[C@@]2(C(=O)OC)C(=C[C@H](C(C)(C)C)O[C@@H]2C)N(CCC2=CCCCC2)C1=O	-0.3	-3	0.4	-0.5	.	4	-5	-0.7	-2	.	0.6
38	O=S(=O)([O-])CCC[n+]1ccc(Oc2ccccc2)cc1	0.2	0	-0.9	-0.1	0.9	-3	6	-0.9	2	1.0	-2.5
39	CCCN1CCC(N2CCN(c3ccc([N+](=O)[O-])cc3)CC2)CC1	0.7	1	-0.6	-0.4	1.5	3	-4	-2.0	3	1.0	-0.6
40	Cc1ccc(-c2c(N)nc3ncccn23)cc1	1.5	3	-0.5	0.0	.	0	5	-1.2	1	.	6.5
41	CC(C)c1ccc(S(=O)(=O)N2CCN(C(=O)c3cc(-c4ccccc4)n[nH]3)CC2)cc1	-0.1	7	-1.7	-0.7	-0.5	-7	-8	1.1	-5	-0.8	-2.1
42	Nc1[nH]c(C(=O)c2ccc(Br)cc2)c(-c2ccccc2)c1C(=O)NCCc1c[nH]c2ccccc12	0.6	-3	-0.9	0.0	.	-5	-56	0.5	-7	.	-0.7
43	Cc1[nH]c2ccccc2c1C(=O)COC(=O)C1CCC(=O)N1 (stereo not given)	-0.2	1	-0.1	0.2	0.1	-1	2	2.4	0	1.3	1.1
44	Cc1cc(/C=N/NC(=O)c2cccc(F)c2)c(C)n1-c1ccccc1	0.6	6	0.4	1.9	4.5*	-2	7	2.1	-4	2.5	11*
45	C=CCNC(=S)N/N=C/c1cccc([N+](=O)[O-])c1	0.1	0	-1.4	-1.0	0.1	8	1	-1.9	9	2.4	-0.8
46	O=C(NCc1n[nH]c(=S)n1-c1cccc(Cl)c1)c1cccs1	0.3	-2	-1.0	-0.3	1.1	1	7	0.0	1	1.0	-2.6
47	Cn1cnnc1Sc1nc2ccccc2nc1NS(=O)(=O)c1ccccc1	0.0	-3	-2.0	0.6	-0.4	2	-4	1.1	4	-1.1	1.8
48	CCOc1ccc(NC(=O)CSc2nc3ccsc3c(=O)n2Cc2ccc(C(=O)O)cc2)cc1	0.1	-2	-0.2	-0.2	-0.2	0	-6	0.8	4	1.4	3.3
49	CC(C)Oc1cccc(C(=O)NC(=S)Nc2ccccc2N2CCOCC2)c1	0.0	1	-1.2	-0.1	-0.3	9	3	-0.8	13	1.0	0.1
50	NC(=O)CSc1nc2c(sc(=S)n2-c2ccccc2)c(=O)[nH]1	-1.0	1	-0.9	0.5	0.9	-1	8	-0.2	0	0.9	-0.9
51	NS(=O)(=O)c1ccc(CCNC(=O)c2cc(=O)[nH]c3ccccc23)cc1	1.3	-2	-0.3	0.5	-0.7	0	2	3.8	4	1.4	-1.0
52	CCCCC(=O)N(C)c1c(C)nc2ccc(C(=O)Nc3cccc(OC)c3)cn12	0.2	-5	-1.1	0.8	.	0	12	-1.1	-2	0.9	0.1
53	COc1c(OC2OC(C(=O)O)C(O)C(O)C2O)cc(O)c2c(=O)cc(-c3ccccc3)oc12 (stereo not given)	0.1	-1	-1.7	-0.7	1.0	-2	7	-1.0	2	0.5	-1.2
54	O=C1CC(c2ccccc2)CC(O)=C1C=NCc1ccccc1Cl (stereo not given)	-0.3	0	-1.3	-1.5	-2.7	-8	-7	-0.2	2	2.0	0.6
55	CN(C)c1ccnc(SCc2ccccc2Cl)c1C#N	0.4	2	-2.1	-0.3	-0.2	7	-10	0.1	2	1.2	0.8
56	O=C(O)c1ccccc1N/C=C\[N+](=O)[O-]	0.4	3	-0.1	-0.5	0.0	0	-2	1.6	3	0.6	0.1
57	O=C(NC(=S)NCc1ccc2c(c1)OCO2)c1ccccc1	-0.2	-1	-0.5	-0.4	-1.9	4	-7	-1.7	5	-0.1	3.9

Source: PubChem BioAssay
